SMN2 splice up: increases expression of the SMN2 splice variant. Potency, µM (doses to about 46.1 µM), for the others: at the highest dose activity change, positive = activation, most hits filed as activators. HEK293 SMN2-luciferase splicing reporter, luminescence, 30-36 h. 2.8% of 210,000 active; note: % of control where 0% means no effect; nearly all actives have a fitted effect of over 55% in size
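HEK293 cells carry an SMN2 minigene-luciferase reporter in which exon 7 inclusion puts luciferase in frame. Cells were seeded at 2000 cells/well, attached for 10-12 hours, then exposed to compounds for 30-36 hours at 37C before ONE-Glo luminescence.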
ALDH1A1 block: blocks purified human ALDH1A1 activity. P00352. 7.3% of 220,000 active. Purified ALDH1A1, NADH fluorescence, propionaldehyde substrate. Potency, µM (top dose mostly 75.3 µM), for inactives: at the top dose activity, negative = inhibition, actives largely listed as inhibitors; active = well fitted inhibition curve with a large enough effect, not every such curve was filed as active; inconclusive = small, poorly fitted or top-dose-only effect, or another doubt; inactive = no such curve, though single readings can be large or run the other way;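 note: plate controls were no enzyme wells and a reference inhibitor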
L3MBTL1 inh: L3MBTL1 (human) inhibition. AlphaScreen L3MBTL1–H3K9me1 peptide binding. Q9Y468. 0.66% of 230,000 active. AID 485360. Potency, µM (top dose mostly 57.1 µM), for inactives: at the highest dose activity, negative = inhibition, actives largely listed as inhibitors; note: % is set by controls: 0 for no effect and ±100 for the full control effect; nearly all actives have a fitted effect of over 60% in size
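AlphaScreen assay: L3MBTL1 (50 nM final) was preincubated 30 min at room temperature with biotinylated H3(1-15)K9me1 peptide (75 nM final), then 30 min with library compounds; streptavidin donor and nickel chelate acceptor beads (10 ug/mL final) added, 30 min dark.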
Tau ThT inhib: inhibitors of human tau fibril formation, thioflavin T binding. Potency, µM (series often up to 57.4 µM), inactives show at the highest dose activity, negative = inhibition, hits mostly inhibitors. 2.1% of 270,000 active. P10636. recombinant tau K18 P301L, heparin-induced fibrillization, ThT fluorescence. AID 1460; note: % is set by controls: 0 for no effect and ±100 for the full control effect; nearly all actives have a fitted effect of over 55% in size
Target sequence (P10636 561-689 P618L limits assumed): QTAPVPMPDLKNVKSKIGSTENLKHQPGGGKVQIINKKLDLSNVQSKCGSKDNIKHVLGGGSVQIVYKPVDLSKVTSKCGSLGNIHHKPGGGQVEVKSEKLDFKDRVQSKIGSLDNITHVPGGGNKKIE
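Using a mix of unlabeled (15 uM) and Alexa 594-labeled (0.24 uM) tau K18 P301L, heparin-triggered fibrillization over 6 hr at 37 C was scored by ThT fluorescence.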
RECQ1 helicase: inhibitors of human RECQ1 DNA helicase; RECQ1 DNA unwinding, red fluorescence kinetic read; Potency, µM (series often up to 57.3 µM), without a hit: at the highest dose activity, negative = inhibition, actives largely listed as inhibitors; AID 2549; 0.54% of 240,000 active; P46063;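 note: plate controls were vehicle for no effect and no enzyme for full effect; nearly all actives have a fitted effect of over 30% in size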
Target sequence (P46063 whole entry, looked up): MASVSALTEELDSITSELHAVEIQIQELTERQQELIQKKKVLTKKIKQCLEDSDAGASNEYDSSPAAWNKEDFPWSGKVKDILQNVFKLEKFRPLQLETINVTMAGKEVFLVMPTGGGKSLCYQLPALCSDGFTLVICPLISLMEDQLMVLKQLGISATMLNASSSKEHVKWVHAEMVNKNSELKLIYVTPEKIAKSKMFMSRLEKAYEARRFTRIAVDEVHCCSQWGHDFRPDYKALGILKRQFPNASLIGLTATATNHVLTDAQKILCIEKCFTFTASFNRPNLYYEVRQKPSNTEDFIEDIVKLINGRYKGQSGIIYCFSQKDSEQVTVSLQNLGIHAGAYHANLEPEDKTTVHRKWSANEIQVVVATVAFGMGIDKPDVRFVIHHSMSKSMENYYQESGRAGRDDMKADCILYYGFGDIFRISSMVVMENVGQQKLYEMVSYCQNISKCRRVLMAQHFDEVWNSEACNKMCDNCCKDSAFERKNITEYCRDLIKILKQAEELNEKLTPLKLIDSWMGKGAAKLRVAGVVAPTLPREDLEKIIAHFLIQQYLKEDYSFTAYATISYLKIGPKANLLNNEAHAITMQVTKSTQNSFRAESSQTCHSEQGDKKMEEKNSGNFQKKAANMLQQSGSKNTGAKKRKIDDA
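RECQ1T1 50 nM; forked duplex (20 bp + 30-nt ss tails) 200 nM, ATP 2 mM final; pH 8.0, 2 mM MgCl2, 2.5 ug/ml poly(dI-dC); 15 min compound preincubation; discontinuous kinetic read over 2 h at RT.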
Luc counter: Kinase-Glo luciferase inhibition (counter-screen); Kinase-Glo luciferase, ATP luminescence, 8 min; Potency, µM (series often up to 38.3 µM), without a hit: at the highest dose activity change, negative = inhibition, actives largely listed as inhibitors; 0.28% of 200,000 active; note: % is set by controls: 0 for no effect and ±100 for the full control effect; nearly all actives have a fitted effect of over 60% in size
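Light output from Kinase-Glo luciferase with luciferin and 10 uM ATP in 50 mM imidazole pH 7.2, KCl, MgCl2, Tween 20, BSA; compound pin-delivered, 8-min ambient incubation, then luminescence read.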
Lamin A splicing: changes lamin A minigene splicing in HeLa cells; HeLa LMNA splicing GFP/RFP minigene ratio, 48 h; Potency, µM (series often up to 46.1 µM), without a hit: top-dose ratio change, negative = inhibition, most hits filed as inhibitors; 0.01% of 200,000 active; AID 1487; active = well fitted inhibition curve with a large enough effect in the signal ratio, with a control signal flat, not every such curve was filed as active; inconclusive = small, poorly fitted or top-dose-only effect, or effect the other way, or a change in a side signal; the % refers to the signal ratio; note: % is set by controls: 0 for no effect and ±100 for the full control effect
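S3 HeLa stable clones carrying a lamin A-EGFP splicing minigene plus DsRed2 were seeded at 600 cells/well in Opti-MEM with 2% FBS, pin-dosed and incubated 48 h at 37°C. Acumen cytometry (488 nm) gave the GFP/RFP total-intensity ratio.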
JMJD2E inh: blocks human JMJD2E demethylase activity; B2RXH2; JMJD2E catalytic domain, FDH-coupled NADH fluorescence (FDH is formaldehyde dehydrogenase); Potency, µM (titrated, usually from 57.1 µM), for the others: at the top dose activity change, negative = inhibition, usual class: inhibitors; 1.6% of 230,000 active; active = well fitted inhibition curve with a large enough effect, not every such curve was filed as active; inconclusive = small, poorly fitted or top-dose-only effect, or another doubt; inactive = no such curve, though single readings can be large or run the other way;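 note: 0% = wells with enzyme and -100% = buffer wells without enzyme; nearly all actives have a fitted effect of over 50% in size; many of its hits are not listed in these tables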
Numbers without * were called inactive; i = inactive; ? = inconclusive; · = not tested or not shown; [ ] = another dose, or the depositor's remark. Unless noted, calls come from the whole dose curve; as a rule, active = well fitted curve in the direction sought with a large enough effect; inconclusive = small, poorly fitted or top-dose-only effect, or another doubt; inactive = no such curve, though single readings can be large; an effect the other way counts as inactive or inconclusive. Potency is the fitted concentration of half-maximal effect. An excerpt; count on the stated rates, not on these rows.

#	Structure	SMN2 splice up	ALDH1A1 block	L3MBTL1 inh	Tau ThT inhib	RECQ1 helicase	Luc counter	Lamin A splicing	JMJD2E inh
1	CCOC(=O)CSc1nnc(CNc2ccc(F)cc2)o1	21%	-6%	·	-22%	i	-1%	0%	6%
2	O=C1N/C(=N/S(=O)(=O)c2ccccc2)S/C1=C/c1cccnc1	13%	-2%	3%	-17%	3%	2%	-12%	-13%
3	Nc1nonc1C(=O)NCCNCc1cc(Br)ccc1OCc1ccccc1F	-67%[inhibitor]	-1%	-5%[11.4 µM]	-14%	-2%	1%	?	-10%
4	COc1ccc(OC)c(-c2csc(NC(=O)C3=NNC(=O)CC3)n2)c1	-14%	?	-28%	?	-18%	-5%	-21%[9.22 µM]	-19%
5	Cc1cc2nc[nH]c2cc1[N+](=O)[O-]	-4%	-14%	·	1%	0%	-2%	·	-1%
6	COC(=O)c1cnc(Oc2c(Cl)cc(N)cc2Cl)cc1C(F)(F)F	·	·	3%	0%	-2%	·	·	1%
7	Nc1nc(SCC(=O)Nc2ccc(Cl)c(S(=O)(=O)N3CCOCC3)c2)n[nH]1	·	9%	8%	0%	i	·	·	-7%
8	COc1cc(Cn2ccnc2)c(OC)cc1Cn1ccnc1	12%	3%	-16%	-7%	-6%	-8%	-13%	7%
9	Cc1c(Cl)c([N+](=O)[O-])nn1CC(=O)NC(C)C1CC2CCC1C2 (stereo unspecified)	-22%	-7%	·	-8%	i	-1%	-4%	2%
10	CN1CCN(c2ccc([N+](=O)[O-])cc2C(=O)c2ccc(Br)cc2)CC1	-8%	28µM*	1%	-2%	i	-1%	?	-2%
11	CC(SC(=S)N(C)Cc1cccs1)C(=O)O (stereo unspecified)	-24%	0%	9%	5%	-21%	4%	0%	4%
12	CCOC(=O)c1ccccc1NC(=O)Cn1cnc2c(cnn2-c2ccccc2)c1=O	-28%	3%	2%	-9%	-9%	-3%	25%	?
13	CCCCCCNCc1cccc(Br)c1	-12%	3%	7%	-2%	0%	-3%	8%	14%
14	CCOc1cc(CNc2ccc(O)cc2)ccc1OCc1ccc(Cl)cc1Cl	9%	?	?	13µM*	-15%	5%	-3%	4.5µM*
15	O=C(c1ccc(Sc2cccc(Cl)c2)c([N+](=O)[O-])c1)N1CCN(c2ccccn2)CC1	-54%[inhibitor]	-7%	·	?	i	-1%	·	10%
16	CCCCNC(=O)/C=C/c1cccs1	11%	-3%	5%	2%	-1%	-2%	8%	10%

Ordered by heavy-atom count (ascending): some entries from above
#	Structure	SMN2 splice up	ALDH1A1 block	L3MBTL1 inh	Tau ThT inhib	RECQ1 helicase	Luc counter	Lamin A splicing	JMJD2E inh
11	CC(SC(=S)N(C)Cc1cccs1)C(=O)O (stereo unspecified)	-24%	0%	9%	5%	-21%	4%	0%	4%
2	O=C1N/C(=N/S(=O)(=O)c2ccccc2)S/C1=C/c1cccnc1	13%	-2%	3%	-17%	3%	2%	-12%	-13%
6	COC(=O)c1cnc(Oc2c(Cl)cc(N)cc2Cl)cc1C(F)(F)F	·	·	3%	0%	-2%	·	·	1%
10	CN1CCN(c2ccc([N+](=O)[O-])cc2C(=O)c2ccc(Br)cc2)CC1	-8%	28µM*	1%	-2%	i	-1%	?	-2%
14	CCOc1cc(CNc2ccc(O)cc2)ccc1OCc1ccc(Cl)cc1Cl	9%	?	?	13µM*	-15%	5%	-3%	4.5µM*

(list continues)
#	Structure	SMN2 splice up	ALDH1A1 block	L3MBTL1 inh	Tau ThT inhib	RECQ1 helicase	Luc counter	Lamin A splicing	JMJD2E inh
17	O=C1CS/C(=N/N=C2CCCC2)N1	17%	-4%	·	-6%	-2%	14%	·	3%
18	Cc1cc(NC(=O)COc2cccc(C)c2C)no1	7%	-3%	-7%	-10%	i	0%	-20%	-3%
19	CCOc1ccc(-n2c(SCC(N)=O)nnc2-c2cccnc2)cc1	·	·	5%	-2%	-1%	·	·	-6%
20	Cc1sc(NC(=S)NC(=O)C(C)(C)C)c(C(N)=O)c1C	?	7.9µM*	1%	-18%	-6%	0%	9%	3%
21	O=C(/C=C/c1ccccc1)c1ccc(O)cc1O	-117%[inhibitor]	?	·	?	-5%	-21%	·	?
22	COc1ccccc1NC(=O)C1=C(C)Nc2ncnn2C1c1ccccc1C (stereo unspecified)	-3%	-5%	4%	0%	-4%	2%	9%	?
23	O=C(c1csc(Nc2ccccc2Cl)n1)N1CCCC1	13µM*	22µM*	?	-15%	0%	2%	-5%	-18%
24	O=C(Nc1c(-c2ccccc2)nc2sccn12)c1ccccc1	9%	0%	·	3%	-11%	1%	-10%	-3%

Following part
Values in the order – SMN2 splice up	ALDH1A1 block	L3MBTL1 inh	Tau ThT inhib	RECQ1 helicase	Luc counter	Lamin A splicing	JMJD2E inh
25	COCCn1c(Cc2ccccc2)nnc1SCC(=O)NC(C)(C)C
    -8%	12%	2%	-1%	i	-3%	7%	-1%
26	Cc1ccc(C(=O)N/C(=C/c2cccs2)C(=O)NCC2CCCO2)cc1 (stereo unspecified)
    -7%	-8%	11%	-7%	i	-2%	·	?
27	O=C(NCc1ccccc1)C1CCN(S(=O)(=O)c2ccc(Cl)cc2)CC1
    ·	0%	3%	-6%	i	3%	4%[46 µM]	3%
28	Cc1cccc(NC(=O)C2CCCN2C(=O)Oc2ccccc2)c1C (stereo unspecified)
    -15%	3%	?	-3%	-5%	0%	0%	-9%
29	O=Cc1ccc(-c2ccc([N+](=O)[O-])cc2Cl)o1
    -20%	?	-19%	?	-15%	0%	-4%[46 µM]	-3%
30	COc1ccc(CC(=O)Nc2cc(Cl)ccc2C(=O)O)cc1
    -8%	-8%	11%	-1%	1%	2%	·	-16%
31	O=C(O)CN1CCOCCOCCN(CC(=O)O)CCOCCOCC1
    -10%	8%	-2%	1%	-6%	6%	1%	2%
32	CCCCCCn1c(=O)c(C(=O)N/N=C/c2cccc(F)c2)c(O)c2ccccc21
    -30%[inhibitor]	1%	·	-5%	-15%	1%	·	-5%
33	CCN(CC(=O)NC(C)(C)C)C(=O)c1ccc(Br)cc1
    19%	0%	·	-9%	-11%	2%	?	-6%
34	CC(O)(C#CCN1CCCCC1)c1ccccc1 (stereo unspecified)
    0%	-1%	-4%	-3%	i	-4%	1%	-3%
35	CCOc1c2ccc(C(=O)NCc3ccc4c(c3)OCO4)cc2nn1CC
    -6%	?	-10%	0%	7%	5%	-2%	9%
36	COC(=O)c1cc(C)sc1NC(=O)CC1Nc2ccccc2NC1=O (stereo unspecified)
    32%	-12%	·	?	-10%	1%	·	?
37	Cc1cccc(N2CCN(C(=O)c3ccc4nc[nH]c4c3)CC2)c1C
    ?	7%	-1%	7%	1%	-4%	?	7%
38	COC(C(=O)NCc1ccc(C)cc1)c1ccccc1 (stereo unspecified)
    -1%	6%	8%	-1%	i	2%	·	-8%
39	CC(=O)NC(=S)Nc1ccc(N2CCOCC2)c(S(=O)(=O)Nc2cc(Cl)ccc2Cl)c1
    13%	0.35µM*	-15%	?	-14%	3%	-16%[46 µM]	6%
40	Cn1c(SCC(=O)N2CCOCC2)nnc1-c1ccc(NC(=O)c2ccccc2F)cc1
    -19%	-1%	3%	-24%	i	-1%	-2%	4%
41	Cc1ccc(SCCNC(=O)/C=C/c2ccccc2Cl)cc1
    -15%	13µM*	15%	3%	0%	4%	?	0%
42	Cc1cc(S(=O)(=O)N(C)CCc2ccccc2)ccc1-n1cnnn1
    ·	?	-9%	-6%	-7%	·	-15%	-7%
43	O=C(COc1ccc([N+](=O)[O-])cc1)NCc1cccnc1
    -2%	-2%	8%	-1%	i	2%	8%	-7%
44	CCCn1c(N)c(C(=O)COc2ccc(Br)cc2F)c(=O)n(C)c1=O
    -32%[inhibitor]	-12%	·	-10%	i	0%	·	6%
45	CCOc1cc(-c2ccccc2)nc(N)n1
    0%	?	1%	-14%	-1%	-13%	3%	0%
46	Cc1cc(=O)n2nc(N3CCC(C(=O)N4CCN(Cc5ccccc5)CC4)CC3)sc2n1
    -8%	?	-10%	?	-6%	0%	13%	-2%
47	Cc1c(N=NC2=C(O)CC(C)(C)CC2=O)c(=O)n(-c2ccccc2)n1C
    -33%[inhibitor]	10µM*	13%	-7%	i	-1%	5%[46 µM]	?
48	CCOC(=O)c1c(NC(=O)C2c3ccccc3Oc3ccccc32)sc(C(N)=O)c1C
    -14%	-8%	·	-2%	i	-2%	8%	-2%
49	COc1ccc(C=C(C(C)=O)C(C)=O)cc1OC
    -1%	1%	1%	-18%	-8%	-2%	-8%	-4%
50	Cc1c(Br)c([N+](=O)[O-])nn1CC(=O)NCc1ccccn1
    -8%	7%	3%	-3%	-4%	-1%	0%	-5%
51	Cc1ccc(C(=O)OCC(=O)NC(=O)c2cccn2C)cc1[N+](=O)[O-]
    ·	·	-4%	-7%	i	·	·	7%
52	O=C(N/N=C\c1ccc(-c2ccccc2[N+](=O)[O-])o1)C1COc2cc3ccccc3cc2O1 (stereo unspecified)
    -16%	-5%	-15%	11µM*	-4%	-5%	-3%	-7%
53	COCn1c(-c2cccc(Br)c2)nc2ccccc21
    ·	-4%	5%	?	i	·	?	-25%
54	COC(=O)c1ccc(OCCN2C3=NCCN3c3ccccc32)cc1
    ·	-2%	·	-2%	-8%	-7%	-1%	-14%
